ALDH1A1 inh – inhibitors of human aldehyde dehydrogenase 1A1; Purified ALDH1A1, NADH fluorescence, propionaldehyde substrate; 7.3% of 220,000 active; Potency, µM (series often up to 75.3 µM), without a hit: top-dose activity, negative = inhibition, usual class: inhibitors; active = well fitted inhibition curve with a large enough effect, not every such curve was filed as active; inconclusive = small, poorly fitted or top-dose-only effect, or another doubt; inactive = no such curve, though single readings can be large or run the other way;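 also: plate controls were no enzyme wells and a reference inhibitor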
TR SRC2 fluor cs – alters Texas Red total fluorescence, flagging assay interference | AID 1479 | Potency, µM (titrated, usually from 106 µM), without a hit: at the highest dose fluorescence change, negative = quenching | TRb/SRC2 Texas Red total fluorescence interference | 0.29% of 280,000 active; active = well fitted curve in either direction with a large enough effect; inconclusive = small, poorly fitted or top-dose-only effect; also: % is scaled to controls: 0 for no effect and ±100 for the full control effect
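Flags fluorescent or light-absorbing compounds by total fluorescence, S + 2P, at 555 nm excitation and 632 nm emission. Mixture: 20 nM Texas Red SRC2 peptide, 0.6 uM human TRb LBD, 1 uM T3, 5% DMSO; compound exposure 5 h at ambient temperature.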
TRb-SRC2 inh – disrupts binding of human TR beta to SRC2 | P10828 | Potency, µM (doses to about 106 µM), for inactives: at the top dose activity change, negative = inhibition, most hits filed as inhibitors | TRbeta-SRC2 peptide binding, fluorescence polarization; receptor liganded with 1 µM T3 | 0.065% of 280,000 active;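 also: plate controls were bound peptide for no effect and peptide without receptor for full effect; nearly all actives have a fitted effect of over 50% in size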
Target sequence (P10828 whole entry, looked up): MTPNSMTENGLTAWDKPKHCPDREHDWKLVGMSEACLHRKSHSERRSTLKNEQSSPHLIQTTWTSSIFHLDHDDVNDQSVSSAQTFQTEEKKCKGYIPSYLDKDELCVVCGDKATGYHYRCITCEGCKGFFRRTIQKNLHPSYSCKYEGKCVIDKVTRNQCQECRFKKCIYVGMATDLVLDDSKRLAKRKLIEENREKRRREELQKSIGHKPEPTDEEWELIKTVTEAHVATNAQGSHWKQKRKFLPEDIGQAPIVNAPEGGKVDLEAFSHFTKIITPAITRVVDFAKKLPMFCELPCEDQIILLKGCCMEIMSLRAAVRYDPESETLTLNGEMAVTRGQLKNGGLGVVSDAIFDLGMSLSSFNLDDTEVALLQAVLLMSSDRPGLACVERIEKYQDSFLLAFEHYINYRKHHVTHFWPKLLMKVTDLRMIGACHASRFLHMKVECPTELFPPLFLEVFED
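Decrease in fluorescence polarization of 20 nM Texas Red SRC2 coactivator peptide flagged inhibition of its binding to 0.6 uM TRb LBD; 1 uM T3 included, incubation 5 hr, ex 555/em 632 nm.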
SMN2 splice up – increases expression of the SMN2 splice variant; HEK293 SMN2-luciferase splicing reporter, luminescence, 30-36 h; Potency, µM (top dose mostly 46.1 µM), for inactives: at the highest dose activity change, positive = activation, most hits filed as activators; 2.8% of 210,000 active; also: % of control where 0% means no effect; nearly all actives have a fitted effect of over 55% in size
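HEK293 cells carry an SMN2 minigene-luciferase reporter in which exon 7 inclusion puts luciferase in frame. Cells were seeded at 2000 cells/well, attached for 10-12 hours, then exposed to compounds for 30-36 hours at 37C before ONE-Glo luminescence.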
RECQ1 helicase – RECQ1 (human) helicase inhibition. RECQ1 DNA unwinding, red fluorescence kinetic read. Potency, µM (doses to about 57.3 µM), inactives show at the top dose activity, negative = inhibition, actives largely listed as inhibitors. 0.54% of 240,000 active. AID 2549;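 also: plate controls were vehicle for no effect and no enzyme for full effect; nearly all actives have a fitted effect of over 30% in size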
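RECQ1T1 50 nM; forked duplex (20 bp + 30-nt ss tails) 200 nM, ATP 2 mM final; pH 8.0, 2 mM MgCl2, 2.5 ug/ml poly(dI-dC); 15 min compound preincubation; discontinuous kinetic read over 2 h at RT.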
GoLoco inh red – inhibitors of human Gai1-RGS12 GoLoco interaction (red fluorophore); AID 880; Potency, µM (top dose mostly 61.6 µM), for inactives: top-dose activity, negative = inhibition, most hits filed as inhibitors; 0.44% of 230,000 active; Gai1:RGS12 GoLoco peptide FP, rhodamine, 10 min; active = well fitted inhibition curve with a large enough effect, not every such curve was filed as active; inactive = no such curve, though single readings can be large or run the other way; also: % is scaled to controls: 0 for no effect and ±100 for the full control effect; nearly all actives have a fitted effect of over 30% in size; many of its hits are not listed in these tables
KDM4E inh – inhibitors of human JMJD2E histone demethylase | Potency, µM (highest dose often 57.1 µM), for the others: top-dose activity change, negative = inhibition, actives largely listed as inhibitors | AID 2147 | JMJD2E catalytic domain, FDH-coupled NADH fluorescence (FDH is formaldehyde dehydrogenase) | B2RXH2 | 1.6% of 230,000 active; active = well fitted inhibition curve with a large enough effect, not every such curve was filed as active; inconclusive = small, poorly fitted or top-dose-only effect, or another doubt; inactive = no such curve, though single readings can be large or run the other way;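 also: 0% = wells with enzyme and -100% = buffer wells without enzyme; nearly all actives have a fitted effect of over 50% in size; many of its hits are not listed in these tables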
Target sequence (B2RXH2 1-337 limits assumed): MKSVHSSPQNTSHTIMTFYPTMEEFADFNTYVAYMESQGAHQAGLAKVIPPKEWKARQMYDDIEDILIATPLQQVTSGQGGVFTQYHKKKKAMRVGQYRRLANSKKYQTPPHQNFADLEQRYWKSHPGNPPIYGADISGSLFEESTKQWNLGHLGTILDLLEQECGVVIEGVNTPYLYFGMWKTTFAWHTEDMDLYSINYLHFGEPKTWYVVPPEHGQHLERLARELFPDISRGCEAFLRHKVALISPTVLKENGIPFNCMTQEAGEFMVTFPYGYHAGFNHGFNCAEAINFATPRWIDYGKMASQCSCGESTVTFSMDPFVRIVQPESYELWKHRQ
Lamin A splicing – LMNA splicing modulation; HeLa LMNA splicing GFP/RFP minigene ratio, 48 h; Potency, µM (highest dose often 46.1 µM), inactives show top-dose ratio change, negative = inhibition, most hits filed as inhibitors; 0.01% of 200,000 active; AID 1487; active = well fitted inhibition curve with a large enough effect in the signal ratio, with a control signal flat, not every such curve was filed as active; inconclusive = small, poorly fitted or top-dose-only effect, or effect the other way, or a change in a side signal; the % refers to the signal ratio; also: % is scaled to controls: 0 for no effect and ±100 for the full control effect
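S3 HeLa cells stably expressing lamin A-EGFP splicing minigene plus DsRed2, 600 cells/well, 48 h compound exposure at 37C. Laser-scanning cytometry; analysed as GFP (500-530 nm)/RFP (575-640 nm) total intensity ratio; 0.5% DMSO vehicle.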
The depositor's hits bear a star; i = inactive; ? = inconclusive; . = no result given; & = joins results of further samples; [ ] = remark or other dose. Unless noted, calls follow the shape of the dose curve; as a rule, active = well fitted curve in the direction sought with a large enough effect; inconclusive = small, poorly fitted or top-dose-only effect, or another doubt; inactive = no such curve, though single readings can be large; an effect the other way counts as inactive or inconclusive. Potency is read from the fitted curve at half-maximal effect. These rows are one share of the data; count on the stated rates, not on these rows.

Each structure is followed by: ALDH1A1 inh, RECQ1 helicase, SMN2 splice up, TRb-SRC2 inh, KDM4E inh, TR SRC2 fluor cs, GoLoco inh red, Lamin A splicing
Cc1ccc2c(c1)N(CC(=O)N1CCN(c3nc4ccccc4s3)CC1)C(=O)C(C)O2 (configuration not stated)
 : -2%, i, -38%[inhibitor], 0%, 4%, -3%, -6%, ?
COc1ccc(C2CC(=O)c3sc(NC(C)=O)nc3C2)cc1 (configuration not stated)
 : -6%, 0%, -13%, -1%, 1%, -1%, 3%, ?
CCCCCCCc1n[nH]c(=S)n1Cc1ccccc1
 : ?, -8%, ., -1%, 4%, -1%, -1%, .
O=C(NNC(=O)c1ccncc1)Nc1cccc([N+](=O)[O-])c1
 : -2%, i, 1%, -3%, 5%, 0%, 0%, ?
CC(C)NC(=O)c1ccc2c(=O)n(C3CCCC3)c(=S)[nH]c2c1
 : 0.45µM*, -13%, 2%, 6%, -4%, 5%, 4%, 9%
CC(=O)c1cc2c(cc1NC(=O)CN1CCCCCC1)OCO2
 : ?, -3%, -15%, 3%, ?, 2%, 2%, -5%
CCCOC(=O)Nc1ccc(C(N)=O)cc1
 : ?, -7%, ?, -2%, -4%, -1%, 10%, 4%
COc1cccc(NC(=O)N2CCN(S(C)(=O)=O)CC2)c1
 : 13%, i, -16%, -8%, -6%, -1%, 3%, 5%[46 µM]
COc1cc2nc(C3CCC3)n(NC(=O)c3ccco3)c(=O)c2cc1OC
 : ?, -8%, ., -1%, 2%, 1%, 1%, .
CCOc1ccc(NC(=O)CN2CCN(CC(=O)Nc3ccc4c(c3)OCO4)CC2)cc1
 : ?, 0%, -5%, -8%, 0%, -3%, 6%, 8%
CC(=O)c1ccc(NC(=O)CSc2ccsc2[N+](=O)[O-])cc1
 : 2%, ?, 18%, 0%, -7%, -16%, 6%, .
CCc1ccc(CNCc2ccc(F)cc2)cc1
 : -6%, -10%, -15%, -2%, 13%, -3%, 5%, ?
O=C(c1ccc(Cl)cc1)[C@@H]1[C@@H]2C(=O)N(c3cccc4ccccc34)C(=O)[C@@H]2C2c3ccccc3C=NN21 (some centres not stated)
 : ?, -6%, -16%, 4%, -16%, 4%, 25%, 1%
Cc1nn(CC(=O)NC(C)C)c(C)c1[N+](=O)[O-]
 : 7%, i, -9%, 8%, 0%, -1%, -5%, .
O=C(C1CCCN(S(=O)(=O)c2ccccc2)C1)N1CCCc2ccccc21 (configuration not stated)
 : 8%, -3%, -47%[inhibitor], -2%, 1%, -3%, 5%, ?

(next part)
Each structure is followed by: ALDH1A1 inh, RECQ1 helicase, SMN2 splice up, TRb-SRC2 inh, KDM4E inh, TR SRC2 fluor cs, GoLoco inh red, Lamin A splicing
O=C1c2[nH]nc(-c3ccccc3O)c2C(c2ccccc2)N1Cc1ccco1 (configuration not stated)
 : -7%, -4%, -12%, -7%, -3%, -2%, -2%, -14%
COc1ccc(OC)c(C2=C/C(=C/c3ccccn3)C(=O)O2)c1
 : ?, ?, -5%, -4%, 25µM*, 2%, 8%, 7%[46 µM]
O=C(CN(c1ccccn1)S(=O)(=O)c1ccc(F)cc1)Nc1ccc(F)cc1F
 : ?, -1%, 1%, -1%, ?, -2%, 17%, ?
CC(=O)c1ccc(O)c(CC=C(C)C)c1
 : ., -9%, ., 1%, -8%, 5%, 7%, .
CCOc1ccccc1N1CC(C(=O)N2CCc3ccccc3C2)CC1=O (configuration not stated)
 : -8%, -10%, 0%, -17%, -6%, -3%, 4%, 2%
CC(C)(C)c1nnc2sc(SCC(=O)N3CCCc4ccccc43)nn2c1=O
 : ?, i, -20%, -5%, ?, 2%, 2%, ?
Cc1nc2cc(C(=O)OCC(=O)Nc3cccc(Cl)c3)ccc2n1-c1ccccc1
 : ?, -15%, ., 0%, ?, -2%, ., 0%
Cc1ccc(C(=O)NN2C(=O)C3C4C=CC([C@@H]3C2=O)C42CC2)cc1 (some centres not stated)
 : ., -2%, ., -2%, -2%, -2%, 7%, .
COc1ccc(-c2cc3nc4c(c(N5CCC6(CC5)OCCO6)n3n2)CCC4)cc1
 : ?, i, ., -7%, ?, 2%, 15%, 17%[46 µM]
COc1ccc(CC(=O)Nc2ccc(C(=O)NCC(C)C)cc2)cc1
 : 2%, 0%, -7%, 3%, 2%, -3%, -2%, 2%
COc1ccc2c(c1)c(=O)cc(-c1ccccc1)n2C
 : ?, -3%, ?, -4%, ?, -4%, 4%, -4%
Cc1nn(C)c(C(=O)N2CCN(C(=O)c3ccco3)CC2)c1[N+](=O)[O-]
 : ?, -14%, 14%, 4%, -12%, -2%, 6%, -1%
N#CCSc1nnc(-c2ccccc2O)n1CCc1ccccc1
 : 6%, i, 12%, -3%, -4%, -4%, 5%, -6%
Cc1cc(C)c(C#N)c(SCC(=O)c2ccccc2)n1
 : 22µM*, ?, ., 5%, -3%, -2%, 11%, ?
O=C(O)C1CC(O)CN1C(=S)Nc1ccccc1 (configuration not stated)
 : -8%, i, 4%, 5%, 12%, 0%, -5%, .

(cont.)
Each structure is followed by: ALDH1A1 inh, RECQ1 helicase, SMN2 splice up, TRb-SRC2 inh, KDM4E inh, TR SRC2 fluor cs, GoLoco inh red, Lamin A splicing
COc1ccc(CN=Nc2cc(C)nc(NS(=O)(=O)c3ccccc3Cl)n2)cc1
 : ?, -9%, 8%, 4%, ?, 2%, 2%, .
O=C(c1csnn1)N1CCC2(CC1)CN(c1cccc(-c3ccccc3)c1)C2
 : ?, -10%, -29%, ., ., ., 3%, .
CC1(C)CC(=O)C2=C(C1)OC(c1cccs1)C(C#N)=C2N (configuration not stated)
 : 11µM*, -1%, 2%, 2%, 0%, -9%, -5%, 12%
O=C(O)Cc1csc(-c2cccc(Oc3ccccc3)c2)n1
 : 13%&10%, 3%&14%, ., 1%&0%, -5%&-17%, -2%&-3%, 3%&5%, .
CCN(CCO)Cc1csc2ccccc12
 : ?, 4%, -12%, -1%, -12%, -1%, 5%, -3%
Cc1nc(NCc2ccccc2)c2nc(-c3ccccc3)n(CCN3CCOCC3)c2n1
 : ?, 8%, -5%, -6%, ?, 2%, 2%, .
c1ccc(CN2CCN(c3nc(NCc4ccco4)c4ccccc4n3)CC2)cc1
 : ?, -3%, -24%, -11%, ?, -1%, 2%, ?
CCC(=O)NC(c1cccs1)c1cc([N+](=O)[O-])c2cccnc2c1O (configuration not stated)
 : 5%, -4%, -86%[inhibitor], -3%, ?, 2%, 6%, ?
CCCn1c(C)cc(/C=C(\C#N)C(=O)OCC(=O)NC(=O)NCC)c1C
 : ?, i, 6%, -5%, ?, -6%, 0%, 1%
Cc1cccc(C(=O)NCCc2csc(C)n2)c1
 : -3%, 5%, 1.6µM*, -4%, -2%, -1%, 11%, -10%
Cc1ccc2cc(CN(CC3CCCO3)C(=O)NC3CCCCC3)c(=O)[nH]c2c1C (configuration not stated)
 : ?, -11%, -12%, 8%, ?, -2%, -4%, 6%
c1ccc2c(c1)C(=NC1CCCCC1)NC2=NC1CCCCC1
 : -2%, -1%, -2%, 2%, -24%, -1%, 5%, -11%
CCOC(=O)C1(CCc2ccccc2)CCN(Cc2cnc(N(C)C)s2)CC1
 : ?, i, ., -3%[53 µM], -9%, -1%[53 µM], 9%, ?
COc1cccc(N2CCN(C(=O)c3cccnc3)CC2)c1
 : ?, -10%, -5%, 10%, 1%, 0%, -9%, 2%
Clc1ccc(Cl)c2sc(N3CCCC3)nc12
 : 10µM*, -4%, -10%, 5%, 1%, 1%, 1%, ?

New compounds follow:
Each structure is followed by: ALDH1A1 inh, RECQ1 helicase, SMN2 splice up, TRb-SRC2 inh, KDM4E inh, TR SRC2 fluor cs, GoLoco inh red, Lamin A splicing
CC1CCc2cc(F)ccc2N1C(=O)CN1C(=O)c2ccccc2C1=O (configuration not stated)
 : 1%, i, 27%, -3%, 3%, 0%, 0%, 5%
Cc1cc(C)c2c(=O)n(-c3ccccc3)[nH]c2n1
 : ?, -15%, 9%, -14%, 1%, -5%, 6%, 9%
COC(=O)c1ccc2c(c1)NC(=O)C(N1CCCCC1)S2 (configuration not stated)
 : -5%, -3%, -12%, -12%, -1%, 0%, 0%, ?
CCOC(=O)c1cc(-c2csc(Nc3ccccc3Cl)n2)on1
 : ?, -23%, ., 1%, -27%, -2%, 5%, .
CCOc1ccccc1/C=N/NC(=O)c1cccc(S(=O)(=O)N2CCOCC2)c1
 : -10%, -13%, 10%, 4%, ?, -1%, 6%, ?
C/C(=N/NC(=O)c1sc(NS(=O)(=O)c2ccc(C)cc2)nc1C)c1sc(N)nc1C
 : ?, -9%, 15%, 6%, 21%, -5%, 8%, ?
O=C(c1ccccc1)c1ccc2c(c1)OCCOCCOCCO2
 : ., 4%, ., 2%, 2%, 2%, -1%, .
Cc1ccc(OCC(=O)N/N=C\c2c(C)n(C)c3ccccc23)c([N+](=O)[O-])c1
 : 3%, -14%, 2%, 3%, 3%, -1%, -1%, -2%
CC(=O)OC1CCC2C3CCc4cc(O)ccc4C3CCC12C (configuration not stated)
 : -8%, 16µM*, 6%, 12%, -16%, -2%, 54%[activator], ?
CCOc1ccc(CN(C)CC(=O)Nc2cccc(S(=O)(=O)N(C)c3ccccc3)c2)cc1
 : ?, -8%, -32%[inhibitor], -4%, ?, 2%, -1%, .
CC(C)(C)c1cc(CNC2CS(=O)(=O)C[C@@H]2O)cc(C(C)(C)C)c1O (some centres not stated)
 : 13µM*, i, -19%, -2%, 13%, 1%, 3%, 1%
COC(=O)/C(=C\Nc1ccc(Cl)cc1Cl)NC(=O)c1ccccc1
 : 4%, 15%, -9%, -9%, -17%, -2%, -5%, ?
O=C(O)CC(O)CC(O)/C=C/c1c(C2CC2)nc2ccccc2c1-c1ccc(F)cc1 (configuration not stated)
 : ., ., ., 8%, ., -3%, 9%, ?
CCCC(c1nnnn1C1CCCCC1)N1CCN(c2ncccn2)CC1 (configuration not stated)
 : 1%, -4%, -10%, 2%, -23%, -8%, -2%, 9%

Assay outcomes: PubChem BioAssay, National Center for Advancing Translational Sciences (NCATS)
